NPYLR7 ag – activates Aedes aegypti NPYLR7 receptor. HEK293T NPYLR7/Galpha15, GCaMP6s calcium fluorescence. activation, % at 10 µM. 270,000 compounds, 0.15% hits. AID 1259423; in the data active = activation above about 40%;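 note: 0% = vehicle and 100% = reference agonist at the receptor; some compounds past the cut are filed as inactive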
hcGAS lum – inhibitors of human cGAS; Q8N884; recombinant h-cGAS, ATP depletion, Kinase-Glo luminescence; inhibition, % at 12.5 µM; 290,000 compounds, 0.081% hits; AID 1259398;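 note: 0% = vehicle reaction and 100% = reaction without DNA for no activity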
Target sequence (Q8N884 whole entry, looked up): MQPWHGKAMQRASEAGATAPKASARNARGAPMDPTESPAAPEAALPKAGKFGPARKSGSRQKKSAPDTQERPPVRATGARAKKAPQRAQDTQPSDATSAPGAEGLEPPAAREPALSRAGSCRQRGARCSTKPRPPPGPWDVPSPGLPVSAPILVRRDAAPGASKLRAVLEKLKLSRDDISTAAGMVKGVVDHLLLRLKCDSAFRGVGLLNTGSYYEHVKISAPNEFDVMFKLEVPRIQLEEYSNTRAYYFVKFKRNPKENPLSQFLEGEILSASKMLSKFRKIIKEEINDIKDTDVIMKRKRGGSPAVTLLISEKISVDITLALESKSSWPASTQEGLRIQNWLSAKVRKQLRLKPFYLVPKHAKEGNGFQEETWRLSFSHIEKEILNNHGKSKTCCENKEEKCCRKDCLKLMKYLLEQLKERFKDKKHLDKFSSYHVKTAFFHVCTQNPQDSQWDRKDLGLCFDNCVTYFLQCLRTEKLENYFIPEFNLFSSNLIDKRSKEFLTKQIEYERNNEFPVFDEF
mcGAS lum – inhibitors of mouse cGAS; Q8C6L5; recombinant cGAS, Kinase-Glo ATP depletion luminescence; inhibition, % at 12.5 µM; 160,000 compounds, 0.15% hits;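 note: 0% = negative control wells and 100% = reference inhibitor with no enzyme activity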
* = called active by the depositor; / = no result given; & = joins results of further samples. Cut-off read from the data, not from the text of the source, unless noted: active = inhibition above about 40%; inactive = the rest.

SMILES	NPYLR7 ag	hcGAS lum	mcGAS lum
NCCCCCNCC12CC3CC(CC(C3)C1)C2	-5	-1	-3
CN(C(=O)C(C)(C)c1cccc(F)c1)C1CCS(=O)(=O)CC1	8	-7	/
O=C(CN1CCCCCC1)NCCc1nc(-c2cccnc2)n[nH]1	8	-2	/
O=C(CN1C(=O)NC2(CCCCCC2)C1=O)c1ccc(Cl)s1	7	-6	/
Cc1nc2c(SCc3cccnc3)nnc(-c3ccccc3)c2s1	2	-7	-6
Cc1cc(C)c2c(c1)NC(=O)C2CC(=O)O (stereo unspecified)	3	-3	/
COc1ccccc1C(=O)NCCNc1ccc(Nc2ccncc2)nn1	9	-5	/
COc1ccccc1OCc1cc(C(=O)N(C)C2CCOCC2)n[nH]1	16	-6	-16
CCCC(C)NS(=O)(=O)Cc1cccc(N)c1 (stereo unspecified)	1	2	/
Cc1ccccc1C1c2ccsc2CCN1C(=O)CN(Cc1ccco1)C(=O)c1ccc([N+](=O)[O-])cc1 (stereo unspecified)	-8	-5	-5
CNC(=O)c1ccc(CN(CCOC)CC(F)(F)F)cc1	2	-12	/
CCC(O)C(=O)N1CCc2c(nc(C)nc2N(C)C)C1 (stereo unspecified)	7	-5	-15
CC(C)N1C(=O)C(=C(C#N)C(=O)C(C)(C)C)c2ccccc21	4	-7	/
CC(C)CCNC(=O)c1cc2c(=O)n3ccccc3nc2n1C	1	-4	-6
Cc1nc2sc3c(c2c2nnnn12)CCC3	4	-1	/
CCOC(=O)c1c(NC(=O)c2ccco2)c(-c2cccc(F)c2)cn1Cc1ccccc1	2	-1	-4
CCNC(=O)O[C@H]1C(=O)N(C)C2(CCN(C(=O)Cc3cccs3)CC2)[C@@H]1C(=O)NC	23	-2	-6
COC(=O)C1CCN(C(c2cccs2)C2Sc3ncnn3C2=O)CC1 (stereo unspecified)	15	-3	-5
O=C1NCCN(C(=O)c2ccc(Cl)cc2)C1Cc1ccccc1 (stereo unspecified)	-5	-4	/
CCNc1nc(-c2ccc(S(=O)(=O)N3CCCC3)cc2)cs1	-7	-2	/
CC1CC(C)CN(S(=O)(=O)NCc2ccc(NC(=O)C(C)C)cc2)C1 (stereo unspecified)	-2	-6	/
Cc1ccc2cccc(S(=O)(=O)N3CCC(C(=O)O)CC3)c2n1	-1	1	/
O=C(Nc1ccc2c(c1)CCCN2S(=O)(=O)c1cccs1)c1cc(Cl)ccc1[N+](=O)[O-]	-4	-2	/
CC(=O)NCCOc1ccc(C(=O)Nc2cnc3n2CCCC3)cc1	1	-4	-14
CCN(CC)c1nc(SC)ncc1CNCc1ccco1	11	-7	-6
Cc1[nH]cnc1-c1nccn1Cc1ccco1	0	-1	/
CCOC(=O)c1ccccc1NC(=O)CSc1nc2c(-c3ccccc3)c[nH]c2c(=O)n1C	-3	-7	-7
COc1ccc(S(=O)(=O)N(C(=O)c2ccncc2)c2ccc3oc(C)c(C(C)=O)c3c2)cc1	2	-9	/
Cc1nn(CC(=O)NCCCCOc2ccccc2)c(C)c1[N+](=O)[O-]	-5	-5	/
O=C(O)Cn1nnc(-c2cccs2)n1	-1	3	-2
CC(C)(C)N(CC#Cc1ccccc1)Cc1ncccc1C(=O)O	21	-4	-17
O=S(=O)(Nc1ccccc1F)c1ccc(Br)s1	2	10	/
CCC(c1nc2ccccc2c(=O)n1-c1ccc(F)c(Cl)c1)N(CCc1ccccc1)C(=O)COCc1ccccc1 (stereo unspecified)	-7	-7	-5
CCOc1cc(/C=C2/SC(=S)N(CC(=O)O)C2=O)c(Br)c(Br)c1O	18	2	/
CCOC(=O)C1CCN(c2cc(Oc3ccc(C)cc3OC)ncn2)CC1	/	2	0
Cc1nnsc1C(=O)NC(C)c1cnn(-c2ccccn2)c1C (stereo unspecified)	10	-4	/
CC(C)Cn1c(=S)[nH]c2sc3c(c2c1=O)CCCC3	-3	-6	/
O=C(c1coc(CN(Cc2ccc(C(F)(F)F)cc2)Cc2ccc3c(c2)OCO3)n1)N1CCCC1	3	-1	-4
CC1(C(=O)Nc2ccccc2Cc2ccccc2)CCN1Cc1cc2ccccc2o1 (stereo unspecified)	6	-8	/
CNC(=O)NC(=O)C(C)Sc1nnc(Nc2ccccc2C)s1 (stereo unspecified)	0	-5	-4
CCCCOCCOCC(=O)N1CCN(Cc2ccc(-c3noc(-c4cccc(Cl)c4)n3)cc2)CC1	19	-3	-3
CC(=O)N[C@H]1C[C@@H](c2c(C)cccc2C)O[C@@H](c2cc(F)cc(F)c2)C1	2	3	/
Cc1nc(CC(C)C)cc(C(=O)N(C)CC2CCOCC2)n1	/	-19	-9
OC1CCC(Nc2nccc3[nH]c(-c4cccc(C(F)(F)F)c4)nc23)CC1 (stereo unspecified)	-5	-5	-6
Cc1ccc(CN(CCc2ccccc2)C(=O)CN(C(=O)c2ccc(Cl)cc2)C2CCCCC2)o1	11	6	2
CC(C)CCN(Cc1c(-c2ccccc2)noc1N1CCCCC1)C(=O)c1cccc(Br)c1	4	-9	-5
CC(C)CNC(=O)Cn1cnc2sc3c(c2c1=O)CCCC3	4	-6	/
O=c1[nH]nc(CCc2ccccc2)n1Cc1ccccc1F	-1	-4	-3

An excerpt from above in order of molar mass, rising:
SMILES	NPYLR7 ag	hcGAS lum	mcGAS lum
O=C(O)Cn1nnc(-c2cccs2)n1	-1	3	-2
O=c1[nH]nc(CCc2ccccc2)n1Cc1ccccc1F	-1	-4	-3
Cc1nc(CC(C)C)cc(C(=O)N(C)CC2CCOCC2)n1	/	-19	-9
CC(C)CNC(=O)Cn1cnc2sc3c(c2c1=O)CCCC3	4	-6	/
CC(C)(C)N(CC#Cc1ccccc1)Cc1ncccc1C(=O)O	21	-4	-17
Cc1nnsc1C(=O)NC(C)c1cnn(-c2ccccn2)c1C (stereo unspecified)	10	-4	/
O=S(=O)(Nc1ccccc1F)c1ccc(Br)s1	2	10	/
CNC(=O)NC(=O)C(C)Sc1nnc(Nc2ccccc2C)s1 (stereo unspecified)	0	-5	-4
CC(=O)N[C@H]1C[C@@H](c2c(C)cccc2C)O[C@@H](c2cc(F)cc(F)c2)C1	2	3	/
CCOC(=O)C1CCN(c2cc(Oc3ccc(C)cc3OC)ncn2)CC1	/	2	0
OC1CCC(Nc2nccc3[nH]c(-c4cccc(C(F)(F)F)c4)nc23)CC1 (stereo unspecified)	-5	-5	-6
CC1(C(=O)Nc2ccccc2Cc2ccccc2)CCN1Cc1cc2ccccc2o1 (stereo unspecified)	6	-8	/
O=C(c1coc(CN(Cc2ccc(C(F)(F)F)cc2)Cc2ccc3c(c2)OCO3)n1)N1CCCC1	3	-1	-4
CCOc1cc(/C=C2/SC(=S)N(CC(=O)O)C2=O)c(Br)c(Br)c1O	18	2	/
CC(C)CCN(Cc1c(-c2ccccc2)noc1N1CCCCC1)C(=O)c1cccc(Br)c1	4	-9	-5
CCCCOCCOCC(=O)N1CCN(Cc2ccc(-c3noc(-c4cccc(Cl)c4)n3)cc2)CC1	19	-3	-3
CCC(c1nc2ccccc2c(=O)n1-c1ccc(F)c(Cl)c1)N(CCc1ccccc1)C(=O)COCc1ccccc1 (stereo unspecified)	-7	-7	-5

Additional structures follow.
SMILES	NPYLR7 ag	hcGAS lum	mcGAS lum
O=C(CSc1ncccn1)Nc1nccs1	-7	-5	-7
O=c1oc2c(Cl)cc(Cl)cc2cc1-c1nnc(Nc2ccc(F)cc2)s1	2	4	1
CC(C)(C)c1ccc(S(=O)(=O)N2CCCC(C(=O)NC3CCCC[C@H]3NC(=O)c3ccc(F)cc3)C2)cc1 (stereo partly specified)	-2	-3	-5
CN(C(=O)CSc1nnc(-c2cccs2)o1)C1CCS(=O)(=O)C1 (stereo unspecified)	14	-15	/
CCS(=O)(=O)Nc1ccc(S(=O)(=O)Nc2nc(C)cc(C)n2)cc1	8	-3	/
Cc1ccc(F)c(C(=O)NCc2cn3ccccc3n2)c1Cl	20	-4	-9
COc1ccc(-c2csc(-c3cc4cc(Cl)ccc4oc3=O)n2)cc1	-1	1	1
CCOc1ccc(NC(=O)CSc2ccc3nnc(-c4ccc(OC)c(OC)c4)n3n2)cc1	11	-6	-6
CC(=O)Nc1ccc(CC2CCN(Cc3ccc(Cl)c(Cl)c3)CC2)cc1	0	-6	-7
Cc1ccc(NC(=O)N2CCC(n3cc(C(C)(C)C)nn3)CC2)cc1	1	-3	-8
CNC(=O)C1CCC(Cn2c(=O)c3sccc3n(Cc3ccccc3C)c2=O)CC1 (stereo unspecified)	4	-6	-11
Cc1cccc(-n2nc(C(=O)N3CCCC3)c(=O)n(Cc3ccccc3C)c2=O)c1	13	-4	-5
COc1ccc(-c2cc3c(=O)n(CC(=O)Nc4ccc(C)cc4)ccn3n2)cc1OC	5	-6	-7
Cc1cnc(C)c(-c2ccc3c(c2)CC(CNC(=O)CSc2ccccn2)O3)n1 (stereo unspecified)	1	-6	-7
O=C(O)CN1C(=O)/C(=C\c2cccc(I)c2)SC1=S	-6	-3	/
NCc1ccc(S(N)(=O)=O)s1	11	-8	/
COc1ccc(/C=C/C(=O)Oc2coc(CSc3ncccn3)cc2=O)cc1OC	-12	-9	6
Cc1ccc(-c2c(C)n([O-])c3c([n+]2=O)CCCC3)o1	15	-10	/
Cc1ccc(C2=NOC(CN(Cc3cccc(Cl)c3)C(=O)NC(C)(C)C)C2)cc1 (stereo unspecified)	22	-1	-5
Cc1ccc(C)c(C(=O)NCCN2CCCCCC2)c1	2	-21	/
CC(C)Cc1noc(C(C)NC(=O)c2cnn3ccccc23)n1 (stereo unspecified)	4&1	-2&-11	/
O=C(Cn1cnc2c(nnn2Cc2ccccc2)c1=O)N1CCN(c2ccccc2)CC1	7	-3	/
CCC(C)C(=O)N1CSCC1C(=O)OCc1cn2cc(Cl)cc(Cl)c2n1 (stereo unspecified)	1	-10	/
CSCCCN(C)Cc1cc(-c2ccccc2)no1	6	-7	/
CCCCN(CC(=O)N1CCc2sccc2C1c1ccc(C(C)(C)C)cc1)C(=O)COCc1ccccc1 (stereo unspecified)	-3	-17	-7
Cc1ccccc1CN1CCN(c2ccccc2F)C(=O)C1C (stereo unspecified)	-1	-3	-5
Cn1cccc1C(O)=CS(=O)(=O)c1ccc(Cl)c(C(F)(F)F)c1	13	-11	/
CC(C)(C)c1ccc(CSc2nnc(NC(=O)c3cccc(Cl)c3)s2)cc1	13	1	-3
Cc1cc(Cl)ccc1-c1cc2nc(NCCCN(C)C)n(C)c(=O)c2s1	5	-7	/
CCc1nnc(NC(C)(C)CCl)s1	/	-12	-6
CN(Cc1cc(-c2ccccc2)no1)C(=O)c1cn(CC2CCCCC2)nn1	/	-7	-10
O=C1OC(/C=C/c2ccccc2)=NC/1=C/C=C/c1ccccc1	6	-6	-3
CC1C(=O)OC2C1CCC1(C)CCC(=O)C(C)C21 (stereo unspecified)	-3	-7	-3
Cc1ccc(F)c(C(=O)N2CCN(C(c3ccccc3)c3ccc(Br)cc3)CC2)c1F (stereo unspecified)	22	-2	0
c1ccc(CN2CCCC(CNc3nc4nonc4nc3N3CCOCC3)C2)cc1 (stereo unspecified)	-3	-9	/
Cc1ncsc1CCN(C)C(=O)/C=C/c1cnn(C)c1	3	-3	/
Cc1ccc(C(=O)Nc2cc(-c3nc4ccccc4o3)ccc2Cl)cc1[N+](=O)[O-]	0	-3	-3
CC(C)C(NC(=O)c1cccc(N2CCOC2=O)c1)c1cccs1 (stereo unspecified)	0	-15	-10
CNC(=O)c1cc(S(=O)(=O)N[C@@H]2C[C@@H](CO)N(C)C2)cs1	10	-8	-12
C=CCN(Cc1nc2scc(-c3ccccc3OC)c2c(=O)[nH]1)CC(O)COc1ccc(Cl)cc1 (stereo unspecified)	-2	0	-3
CN(Cc1ccsc1)Cc1cc2n(n1)CCNC2	1	-7	/
Cc1cc(NC(=O)CN(C)CC(=O)Nc2c(Cl)cccc2Cl)n(-c2ccccc2)n1	1	-4	/
Cn1c(SCC(=O)Nc2cccc(F)c2)nc2c(-c3ccccc3)c[nH]c2c1=O	-1	-6	-7
CCCN(CC(=O)N(C)C)C(=O)c1cnn(-c2ccccc2Cl)c1	11	-1	1
CCS(=O)(=O)c1cccc(C(=O)N(Cc2ccccn2)c2nc3cc(OC)ccc3s2)c1	-2	-1	-4
COc1ccc(C(=O)NCCc2nnc3ccc(SCC(N)=O)nn23)cc1	-16	3	-1
CC(c1ccc(-c2cnc3ccccc3c2)cc1)N(C)C (stereo unspecified)	-3	-4	1
Cc1ccc(N=c2scc(-c3ccccc3)n2N2CCOCC2)cc1C	-5	-8	-9
COC(=O)c1cc(Nc2ccc(OC)c(Cl)c2)c2cccc(C)c2n1	-1	0	1
Cc1ccc(/C=C2\SC(=S)N(CC(=O)Nc3nnc(C)s3)C2=O)cc1	-7	2	0
O=S1(=O)C=C2C(C1)SC(=S)N2C1CCS(=O)(=O)C1 (stereo unspecified)	-1	-11	-4
O=c1[nH]cnc2c1CCN(S(=O)(=O)Cc1cc(Cl)cc(Cl)c1)C2	7	-10	/
Cc1ccc(C(=O)N2CCCC(c3[nH]ncc3-c3ccc(F)cc3)C2)c(=O)n1C (stereo unspecified)	-3	-1	-2
C=CCNC(=O)Cn1cc(OC)c(=O)cc1CN1CCN(c2ccc(F)cc2)CC1	1	-5	-9
O=C(O)c1cc2ccccc2cn1	0	9	2
COc1ccc(NC(=O)c2oc3ccccc3c2NC(=O)c2ccc(Cl)c([N+](=O)[O-])c2)cc1	-2	-6	-5

Screening data: PubChem BioAssay, Fisher Drug Discovery Resource Center
